NCI-60 one-dose screen, 48 h, at 10 µM unless noted. Numbers give growth in % (100 = growth as untreated, 0 = no growth, -100 = all killed).
NCI-H23 – NCI-H23 lung cancer. 80,000 tested, 4% active. AID 1794731
NCI-H322M – NCI-H322M lung cancer; 80,000 tested, 2.7% active; AID 1794733
NCI-H226 – NCI-H226 lung cancer. 79,000 tested, 3.5% active
NCI-H460 – NCI-H460 lung cancer | 82,000 tested, 6.8% active | AID 1794736
NCI-H522 – NCI-H522 lung cancer; 78,000 tested, 8% active
NCI/ADR-RES – NCI/ADR-RES ovarian cells; 81,000 tested, 4.4% active; AID 1794790
HCT-15 – HCT-15 colon cancer | AID 1794746 | 82,000 tested, 5.2% active
COLO 205 – COLO 205 colon cancer. 79,000 tested, 7.3% active
HCT-116 – HCT-116 colon cancer; 82,000 tested, 7.3% active; AID 1794798
* marks the source's active call; other numbers are inactive results; / = no result given; [ ] = another dose, or the depositor's remark. How the source made its calls: active means growth percent below 10; inactive means the rest.

Results follow in this order: NCI-H23, COLO 205, NCI-H522, HCT-15, NCI/ADR-RES, NCI-H226, NCI-H322M, HCT-116, NCI-H460
> COc1ccc2[nH]cc(-c3nn4cc(-c5nccs5)nc4s3)c2c1
 : 74, 91, 74, 55, 65, 89, 93, 81, 93
> O=[N+]([O-])c1ccc(N/N=C(\Cc2ccccc2)c2ccccc2)c([N+](=O)[O-])c1
 : 104, 93, 89, 102, 105, 97, 105, 82, 101
> C#CCOc1ccccc1C(Nc1ccccc1Br)c1nnnn1C1CCCCC1 (stereo not given)
 : 89, 107, 65, 85, 93, 82, 91, 56, 93
> COC(=O)[C@H](C)Nc1nc(N)nc(N(C)c2ccccc2)c1C=O
 : 99, 113, 96, 102, 107, 107, 106, 99, 122
> COc1cc(C(=O)/C=C/c2c(C)n([O-])c3ccc(C(F)(F)F)cc3[n+]2=O)cc(OC)c1OC
 : 98, 46, -82*, 86, 76, 82, 118, 21, 116
> CC(C)(C)OC(=O)N1Cc2cc3ccccc3nc2C1CO (stereo not given)
 : 86, /, 110, 118, 106, 92, 104, 98, 107
> Cn1nc(Br)c(=O)n(C(c2ccccc2)c2ccccc2)c1=O
 : 103, 116, 101, 87, 95, 91, 99, 82, 91
> O=C1CCCC=C1C[N+](=O)[O-]
 : 111, 89, 49, 102, 113, 96, 105, 95, 112
> Fc1ccc(C(c2ccc(F)cc2)N2CCN(C/C=C/c3ccccc3)CC2)cc1
 : 73, 93, 77, 68, 65, 95, 92, 56, 78
> COC(=O)C1CCc2ccccc2C1=O (stereo not given)
 : 98, 123, 96, 100, 96, 84, 90, 99, 103
> CC1CCc2c(sc3nc(SCC(=O)N/N=C/c4ccc(Cl)cc4)n(-c4ccccc4)c(=O)c23)C1 (stereo not given)
 : 91, 135, 94, 96, 97, 91, 98, 90, 107
> NNC(=S)N/N=C/c1ccccc1
 : 92, 112, 112, 95, /, 93, 99, 109, 111
> CN(C)c1ccc(/C=C(\C#N)C(=O)c2ccccc2)cc1Br
 : 98, /, 75, 105, 100, 102, 96, 87, 108
> Cn1cnc([N+](=O)[O-])c1S(=O)(=O)Nc1ccccc1
 : 101, 97, 84, 92, 102, 97, 99, 94, 105
> CC(=O)N1C(=O)C(C(C)=O)(C(C)=O)c2ccccc21
 : 102, 103, 93, 104, 99, 89, 104, 104, 106
> O=C(Nc1ccc(OCc2nnc(-c3ccc(Cl)cc3)o2)c(F)c1)c1ccc(Cl)c(Cl)c1
 : 68, 87, 73, 91, 78, 107, 76, 74, 74
> Oc1ccc(/C=N/Nc2nc(N/N=C/c3ccc(O)c(O)c3)nc(N3CCCCC3)n2)cc1O
 : 99, 106, 93, 84, 103, 96, 102, 76, 99
> O=c1[nH]c2ccc(Oc3ncccn3)cc2c(=O)n1Cc1cccc(NS(=O)(=O)c2cccc(Cl)c2)c1
 : 84, /, 70, 93, 82, 81, 80, 81, /
> CNc1nc(-c2ncccc2C)nc2sccc12
 : 90, 96, 91, 108, 98, 93, 104, 97, 98
> CC[C@@H](C(=O)[C@@H](C)[C@@H](O)[C@H](C)[C@@H]1O[C@@H]([C@@H](CC)C(=O)ONC(=O)c2ccccc2O)CC[C@@H]1C)C1O[C@]2(C=CC(=O)[C@]3(CC[C@@](C)([C@H]4CC[C@](O)(CC)[C@H](C)O4)O3)O2)[C@H](C)C[C@@H]1C (stereo not given in full)
 : 23, 12, 24, 44, 49, 53, 70, 37, 34
> CCCC(=O)c1ccc2ccccc2c1O
 : 98, 94, 77, 100, 106, 91, 110, 95, 106
> C/C=C(\C)C(CC)(C(=O)OCC)C(=O)OCC
 : 104, 118, 98, 105, 121, 118, 104, 104, 109
> O=[N+]([O-])c1c(Cl)ncnc1Cl
 : 111, 113, 97, 100, 118, 100, 125, 115, 93
> CN(C)CCN1c2ccccc2Sc2ccc3ccccc3c21
 : 85, 89, 63, 86, 79, 93, 94, 86, 94
> COc1ccc2c(c1)/C(=C\c1c[nH]c3ccc(F)cc13)C(=O)N2
 : 81, 103, 80, 66, 85, 93, 76, 80, 88
> COc1ccccc1CNCCCN1C(=O)c2ccc3c4c(ccc(c24)C1=O)C(=O)N(CCCNCCCCNCCCN)C3=O
 : 2.0*, -79*, -42*, -32*, 4.5*, -60*, -5.0*, -2.9*, -30*
> Cc1cc([N+](=O)[O-])ccc1NC(=O)CSC#N
 : 105, 120, 93, 106, 104, 102, 111, 102, 105
> O=C(O)c1cc(N2C(=O)/C(=C\c3ccc(-c4ccccc4F)o3)SC2=S)ccc1O
 : 98, 118, 92, 102, 99, /, 102, 105, 102
> O=C(CSc1nnc(-c2ccc3nc(-c4ccccc4)[nH]c3c2)o1)Nc1ccc(Br)cc1
 : 54, 81, 61, 38, 78, 80, 86, 19, 6.7*
> Clc1ccc(CNc2c3ccccc3nc3ccccc23)cc1
 : 53, 8.6*, 67, 23, 37, 75, 54, 16, 16

Reformatted as labelled records: part of the list above.
CCCC(=O)c1ccc2ccccc2c1O
  NCI-H23 = 98 | COLO 205 = 94 | NCI-H522 = 77 | HCT-15 = 100 | NCI/ADR-RES = 106 | NCI-H226 = 91 | NCI-H322M = 110 | HCT-116 = 95 | NCI-H460 = 106

C/C=C(\C)C(CC)(C(=O)OCC)C(=O)OCC
  NCI-H23 = 104 | COLO 205 = 118 | NCI-H522 = 98 | HCT-15 = 105 | NCI/ADR-RES = 121 | NCI-H226 = 118 | NCI-H322M = 104 | HCT-116 = 104 | NCI-H460 = 109

Next section:
Results follow in this order: NCI-H23, COLO 205, NCI-H522, HCT-15, NCI/ADR-RES, NCI-H226, NCI-H322M, HCT-116, NCI-H460
> CCOC(=O)c1cc(Cl)ccc1NS(C)(=O)=O
 : 99, 112, 104, 104, 100, 96, 95, 109, 111
> O=C(/C=C\C(=O)OCCOc1ccccc1)OCCOc1ccccc1
 : 108, 115, 93, 110, 112, 105, 94, 103, 106
> C=C1C(=O)O[C@@H]2C3C(=C(C)CC[C@@H]12)CC1O[C@]13C (stereo not given in full)
 : 83[6.75 µM], 87[6.75 µM], -52*[6.75 µM], 50[6.75 µM], 98[6.75 µM], 88[6.75 µM], 96[6.75 µM], 46[6.75 µM], 101[6.75 µM]
> CCOC(=O)C1NN(c2ccc(S(N)(=O)=O)cc2)c2nc3nc(-c4ccc(OC)cc4)cc(-c4cccs4)c3c(=O)n21 (stereo not given)
 : 112, 111, 91, 98, 100, 80, 107, 84, 90
> O=C1/C(=C/c2ccccc2F)CNC/C1=C\c1ccccc1F
 : -48*, /, -61*, -0.8*, 11, /, 15, -82*, -30*
> Nc1ncnc2c1ncn2CCOc1nc(Oc2ccccc2C(=O)O)cc(-c2ccco2)n1
 : 107, 116, 100, 123, 97, 111, 101, 103, 114
> COC(=O)[C@@H](Cc1ccccc1)NC(=O)[C@H](Cc1ccccc1)NCc1cccc(O)c1
 : 101, 100, 70, 104, 98, 99, 99, 90, 109
> C=C(C)C(=O)O[C@H]1C[C@@]2(C)OC(=CC2=O)[C@H](C)[C@H](O)[C@H]2OC(=O)C(=C)[C@@H]21
 : 58, 14, -68*, 33, 84, 92, 94, 33, 93
> c1csc(-c2[nH]nc3c2CCc2ccccc2-3)c1
 : 96, -11*, 101, 31, 99, 81, 55, 99, 55
> Cc1nc2cc(Nc3nc(Nc4ccc(F)cc4)nc(-c4ccc(Cl)cc4)n3)ccc2n1Cc1ccccc1
 : /, 62, 83, 64, 59, 87, 94, 50, 71
> COc1ccc(C2CC(c3ccc(Nc4nc(Nc5ccc(F)cc5)nc(Nc5ccc(F)cc5)n4)cc3)=NN2C(C)=O)cc1 (stereo not given)
 : 76, 111, 83, 94, 81, 106, 88, 93, 101
> CC(C)CNCC(=O)Nc1ccc(-c2ccc(NC(=O)CNCC(C)C)cc2)cc1
 : 84, /, 67, 72, 93, 99, 89, 64, 108
> CNC(=O)[C@H](O)[C@@H](N)Cc1ccccc1
 : 101, 113, 98, 104, 105, 105, 105, 108, 107
> O=C(O)c1ccccc1Nc1cccc([N+](=O)[O-])c1
 : 111, 120, 106, 96, 106, 93, 82, 92, 105
> COC(=O)C[C@](O)(CCCC(C)(C)O)C(=O)O[C@@H]1C(OC)=C[C@]23CCC(=O)N2CCc2cc4c(cc2[C@H]13)OCO4
 : 103, 128, 93, 104, 104, 96, 115, 106, 120
> CN(/C=C(\C#N)S(=O)(=O)c1ccccc1)Cc1ccccc1
 : 115, 119, 108, 100, 97, 110, 108, 100, 114
> CC(C)(C)OC(=O)NC(CSCc1ccccc1)C(=O)ON1C(=O)CCC1=O (stereo not given)
 : 94, 112, 91, 103, 103, 110, 131, 92, 111
> CC12CCCC(=O)C1CC/C(=C\c1ccco1)C2=O (stereo not given)
 : 96, 104, 59, 100, 105, 106, 103, 105, 111
> COc1cc(/C(C)=C(\c2ccc(Cl)cc2)c2ccc(OCCN3CCOCC3)cc2)ccc1F
 : 87, 88, 77, 74, 87, 84, 91, 69, 98
> CCOC(=O)Cn1c(=O)c2nnc(C)n2c2ccccc21
 : 108, 103, 108, 99, 114, 104, 97, 103, 105
> COc1ccc(/C=C/[C@H]2O[C@@H](C)[C@H](O)[C@@H]2O)c(OC)c1
 : 102, 123, 94, 100, 107, 104, 97, 105, 110
> [O-][N+]1(CCc2ccccc2)CCCCC1
 : 101, 113, 84, 104, 109, 118, 95, 105, 107
> COc1cccc(-c2nn(-c3ccccc3)cc2-c2ccnc(-c3cccnc3)c2)c1
 : 87, 94, 87, 90, 91, 95, 109, 86, 92
> C=C1CCC2C3(C)COC(c4c(OC)cccc4OC)OC3CCC2(C)C1C/C=C1/C(=O)OCC1O (stereo not given)
 : 80, -15*, 25, 48, 31, 80, 70, 1.8*, 89
> COc1ccccc1N1CCN(CCn2c(=O)c3sc4ccccc4c3n(C)c2=O)CC1
 : 103, 106, 52, 103, 102, 88, 94, 96, 98
> CC1=C2[C@@H](CC1)[C@]1(C)O[C@@](c3ccccc3)(C[C@H]1OC(=O)CO)[C@H]2OC(=O)/C=C/c1ccccc1
 : 99, 110, 72, 93, 2.9*, 81, 101, 86, 85
> O=C1NC(=O)C(c2coc3ccc(F)cc23)=C1c1c[nH]c2ccc(Br)cc12
 : 78, 101, 59, 70, 83, 79, 84, 54, 78
> CC(C)CCC[C@@H](C)[C@H]1CC[C@H]2[C@@H]3C[C@@H]4O[C@@]45C[C@@H](O)CC[C@]5(C)[C@H]3CC[C@]12C
 : 104, /, 93, 91, 100, 104, 83, 91, 102
> COC(=O)C(C)C1Sc2ccccc2NC1=O (stereo not given)
 : 113, /, 111, 111, 119, 103, 113, 104, 103
> Oc1ccc2c(c1)OCO2
 : 104, 110, 105, 93, 101, 105, 102, 98, 100

Retrieved by compound from the list above:
Results follow in this order: NCI-H23, COLO 205, NCI-H522, HCT-15, NCI/ADR-RES, NCI-H226, NCI-H322M, HCT-116, NCI-H460
> CN(/C=C(\C#N)S(=O)(=O)c1ccccc1)Cc1ccccc1
 : 115, 119, 108, 100, 97, 110, 108, 100, 114
> [O-][N+]1(CCc2ccccc2)CCCCC1
 : 101, 113, 84, 104, 109, 118, 95, 105, 107
> CCOC(=O)Cn1c(=O)c2nnc(C)n2c2ccccc21
 : 108, 103, 108, 99, 114, 104, 97, 103, 105
> COc1cccc(-c2nn(-c3ccccc3)cc2-c2ccnc(-c3cccnc3)c2)c1
 : 87, 94, 87, 90, 91, 95, 109, 86, 92

Continued:
Results follow in this order: NCI-H23, COLO 205, NCI-H522, HCT-15, NCI/ADR-RES, NCI-H226, NCI-H322M, HCT-116, NCI-H460
> O=C(Nc1ccccc1)Nc1ccc(C(=O)/C=C/c2ccc(N3CCCCC3)cc2)cc1
 : 90, 114, 82, 87, 97, 91, 94, 85, 93
> O=C(NNCc1ccccc1)c1ccccn1
 : 103, 101, /, 112, 107, 109, 113, 106, 106
> O=C1C2CC(O)Cc3cc(F)ccc3N2C(=O)CN1CCO (stereo not given)
 : 101, 103, 99, 107, 101, 95, 108, 93, 107
> CC(=O)Oc1ccccc1OC(C)=O
 : 96, 92, 17, 76, 88, 100, 94, 89, 82
> CC(=O)O[C@H]1CC[C@@]2(C)C(=CC[C@@H]3[C@@H]2CC[C@]2(C)C(Cl)=C(c4nc5ccccc5[nH]4)C[C@@H]32)C1
 : 90, 92, 88, 57, 95, 94, 81, 75, 91
> Cc1cc([N+](=O)[O-])ccc1NC(=O)OC(C)C
 : 115, 112, 106, 102, 114, 90, 107, 110, 109
> CCCCCN(CCCCC)CC(=O)c1ccc2cc(Br)c3ccccc3c2c1
 : 107, 105, 101, 109, 103, 94, 116, 104, 103
> CC(C)(C)n1cc(-c2ccnc(NCCNS(=O)(=O)c3ccc(Br)cc3)c2)c(-c2cccc(F)c2)n1
 : 93, 91, 83, 86, 95, 92, 96, 83, 97
> O=C1Nc2ccc(Cl)cc2C12NCCc1cc(O)c(O)cc12 (stereo not given)
 : 91, 108, 85, 79, 102, 103, 93, 89, 96
> C=CC(=O)OCCCCCCC
 : 110, 94, 82, 103, 106, 99, 101, 102, 107

Source: PubChem
